PLAP inhibition: PLAP enzyme inhibitors, biochemical, luminescence, HTS (AID 690) | Alkaline phosphatase, placental type (Homo sapiens) | purified PLAP, luminescent substrate; higher % means a stronger effect | inhibition, % at 20 µM, or IC50 in µM where a hit was titrated | 96,000 tested, 0.08% active; in the data active means a potency from the dose series; inactive means the rest, 99 in 100 with inhibition below about 30%; further: strong numbers were not always called active
Bcl-B displacement: displacers of TR3 peptide from Bcl-B, primary screen, selectivity assay for Bfl-1 inhibitor project, biochemical, fluorescence polarization; FP displacement of FITC-TR3 peptide from Bcl-B; higher % means a stronger effect; displacement, % at 20 µM, or IC50 in µM where a hit was titrated; 96,000 tested, 0.11% active;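 active means displacement above 50% at 20 µM plus a fluorescence interference ratio under 1.5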;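 further: plate controls were wells without compound for no effect and wells lacking Bcl-B protein for full effect; a part of the inactive calls stands beside numbers as strong as those of hits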
MRP resist rev: reversal of MRP1-mediated doxorubicin resistance, primary screen, H69AR cells, doxorubicin co-treatment; 85,000 tested, 0.04% active; H69AR cells + 2 uM doxorubicin, CellTiter-Glo, 72 h; differential viability (reversal), % at 10 µM;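 active means viability drop by adding the cancer drug above about 55%, with treated viability meeting a 40% cutoff, limit read from the data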;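 further: viability without doxorubicin minus viability with 2 µM doxorubicin for each compound; larger differential means the compound sensitizes cells more to doxorubicin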
IL1B NFkB inh: inhibitors of IL-1B driven NFkB p65 nuclear import, primary screen, imaging, HUVEC, IL-1B stimulus, high-content imaging; HUVEC IL-1B NFkB p65 nuclear translocation imaging; inhibition, % at 2 µM; 94,000 tested, 0.43% active; AID 796, 2007;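 active means inhibition above about 30% together with a positive call from visual inspection of the well image, limit read from the data; inconclusive means inhibition above a set limit but visual check negative; inactive means inhibition not above a set limit, visual check negative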;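 further: nuclear over cytoplasmic p65 intensity ratio measured by imaging; 0% = IL-1B stimulated DMSO wells and 100% = unstimulated DMSO wells; values of inactives mirror those of a sister screen read the other way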
NFkB transloc pot: enhancers of NFkB p65 translocation in HUVEC – imaging, IL-1B stimulus, high-content imaging, primary screen. activation, % at 2 µM. HUVEC IL-1B NFkB p65 nuclear translocation imaging. 94,000 tested, 0.3% active. AID 819, 2007;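 active means activation above 40%, about the mean plus 3 SD, also judged a hit on visual image review; inconclusive means activation above 40% but not a hit on visual review; inactive means activation not above 40% and no visual hit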;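 further: percent activation is computed from the nuclear over cytoplasmic p65 intensity ratio; values of inactives mirror those of a sister screen read the other way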
MRP resist rev cytotoxicity: second read-out of MRP resist rev, no call of its own (marks repeat the call); viability, %; H69AR cells, CellTiter-Glo, 72 h; measured here: cytotoxicity without doxorubicin
MRP resist rev with doxorubicin: recorded beside MRP resist rev, whose call it bears; viability, %; measured here: viability with 2 uM doxorubicin; stronger effect = lower value
IL1B NFkB inh cell count 2 µM: second read-out of IL1B NFkB inh, no call of its own (marks repeat the call); cell count; measured here: cells passing quality filter;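 raw number of nuclei counted in each imaged well without normalization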
NFkB transloc pot cell count 2 µM: recorded beside NFkB transloc pot, whose call it bears; cell count; measured here: cells passing quality filter
The depositor's hits bear a star; ? = inconclusive; / = not tested or not shown.

SMILES | PLAP inhibition | Bcl-B displacement | MRP resist rev | MRP resist rev cytotoxicity | MRP resist rev with doxorubicin | IL1B NFkB inh | IL1B NFkB inh cell count 2 µM | NFkB transloc pot | NFkB transloc pot cell count 2 µM
O=C(NCCc1ccc(O)cc1)c1ccc(Cl)cc1 | 6% | -3% | -11 | 59 | 70 | 10 | 107 | -10 | 107
O=C(COc1ccc(Cl)cc1)N1CCCCC1 | 17% | 7% | 11 | 101 | 90 | -4 | 56 | 4 | 56
O=C1CC(c2ccc(Cl)cc2)n2nc(NS(=O)(=O)c3ccc(F)cc3)nc2N1 (configuration not stated) | -67% | -20% | / | / | / | 6 | 101 | -6 | 101
CCCc1nn(-c2ccccc2)c2c1C(c1cccs1)C(C#N)=C(N)O2 (configuration not stated) | 10% | -17% | -34 | 41 | 75 | -15 | 165 | 15 | 165
CCOC(=O)N1CCC(NC(=O)Cn2cccc2C(=O)c2ccccc2C)CC1 | -21% | 10% | -12 | 82 | 93 | -5 | 117 | 5 | 117
O=C(CCS(=O)(=O)c1cccc2nonc12)N1CCN(c2ccc(F)cc2)CC1 | -5% | -3% | -8 | 81 | 89 | / | / | / | /
O=C(CCCOc1ccccc1)Nc1ccncc1 | 18% | -8% | 6 | 98 | 92 | / | / | / | /
O=C(CN(Cc1ccccc1)C(=O)c1cc2c(s1)CCC2)NCc1cccs1 | -4% | 2% | -1 | 52 | 53 | -4 | 150 | 4 | 150
O=C(CCc1nc(-c2ccccc2)no1)NCCc1ccccc1 | 2% | 1% | 7 | 102 | 94 | 0 | 153 | 0 | 153
Cn1c(SCc2ccon2)nc2ccccc2c1=O | 3% | -2% | 10 | 90 | 80 | 9 | 111 | -9 | 111
CCOC(=O)c1cccc(NC(=O)C(C)N2C(=O)c3ccccc3C2=O)c1 (configuration not stated) | -9% | -7% | 10 | 105 | 95 | 26 | 64 | -26 | 64
O=S(=O)(/N=C(\Sc1ccccc1)c1ccccc1)c1ccc(Cl)cc1 | 2% | 0% | -23 | 85 | 108 | 3 | 97 | -3 | 97
CC(=O)c1ccc(NC(=O)N[C@@H](CC(C)C)C(=O)O)cc1 | 1% | -1% | -17 | 99 | 116 | -13 | 106 | 13 | 106
COC(=O)c1sc2ccccc2c1-n1cccc1C(=O)C(=O)Nc1ccccc1 | -7% | -6% | / | / | / | -2 | 149 | 2 | 149
C=CCn1c(=S)[nH]c2nc3c(cc2c1=O)CCCC3 | 2% | -2% | -10 | 65 | 75 | 6 | 121 | -6 | 121
O=C(c1cc2ccccc2oc1=O)N1CCN(c2ccccn2)CC1 | -4% | 11% | -2 | 95 | 97 | 2 | 182 | -2 | 182
Cc1ccc(OCc2nn3c(-c4n[nH]c5c4CCC5)nnc3s2)cc1 | -24% | 34% | -5 | 40 | 45 | / | / | / | /
CCc1ccc(CCC(=O)Nc2nc(CC(C)=O)ns2)o1 | -81% | -33% | 6 | 85 | 79 | -28 | 128 | 28 | 128
c1ccc(Cn2nnc3c(N4CCN(Cc5ccc6c(c5)OCO6)CC4)ncnc32)cc1 | -48% | -18% | 9 | 96 | 87 | 5 | 174 | -5 | 174
O=C(CCCOc1ccccc1)Nc1nnc(C2CCCO2)s1 (configuration not stated) | -32% | 19% | -2 | 97 | 99 | -26 | 131 | 26 | 131
Cc1ccc(NS(=O)(=O)c2cccc(C(=O)N3CCOCC3)c2)cc1 | -29% | 7% | -4 | 94 | 98 | -24 | 189 | 24 | 189
c1ccc(C2CCC(N3CCC(N4CCCCC4)CC3)CC2)cc1 (configuration not stated) | -26% | 2% | / | / | / | 8 | 170 | -8 | 170
O=C(Cn1nc(-c2ccccc2)ccc1=O)NCCN1CCN(c2cccc(Cl)c2)CC1 | -37% | -3% | -1 | 82 | 83 | -5 | 200 | 5 | 200
CCCCCNC(=O)CC1Nc2c3ccccc3nc(=S)n2C1=O (configuration not stated) | 16% | -6% | -10 | 92 | 102 | -16 | 169 | 16 | 169
COc1ccccc1-c1noc(-c2ccccc2)n1 | 11% | 0% | -8 | 86 | 93 | 0 | 123 | 0 | 123
COc1ccc2c(c1OC)C(=O)OC2Nn1cncn1 (configuration not stated) | -13% | 3% | -2 | 100 | 102 | 8 | 128 | -8 | 128
CC(=O)Nc1ccc(S(=O)(=O)NC(CC(=O)NCCc2ccccc2)C(C)C)cc1 (configuration not stated) | 5% | 1% | 7 | 106 | 99 | -4 | 193 | 4 | 193
CCN(CC)S(=O)(=O)c1ccc(/C(O)=C2/C(=O)C(=O)N(CCOC)C2c2ccccc2)cc1 (configuration not stated) | 4% | -5% | 12 | 103 | 92 | / | / | / | /
Cc1cccc(C)c1OCCOCCN1CCN(C)CC1 | -18% | 22% | 8 | 98 | 90 | / | / | / | /
CCCCCc1nnc(NC(=O)Cc2cccs2)s1 | -6% | 12µM* | 1 | 100 | 99 | -6 | 126 | 6 | 126
CCc1cccc(C)c1N(C(=O)Cn1c(COC)nc2ccccc21)C(C)COC (configuration not stated) | -67% | 10% | 14 | 90 | 76 | -2 | 139 | -11 | 42
CC(=O)Nc1ccc(NC(=O)C2CC(=O)N(c3cccc(C)c3C)C2)cc1 (configuration not stated) | -22% | -3% | 5 | 90 | 85 | 8 | 153 | -8 | 153
CN(C)S(=O)(=O)c1ccc(S(=O)(=O)Nc2ccc3c(c2)oc2ccccc23)cc1 | -41% | 1% | 5 | 85 | 80 | -4 | 171 | 4 | 171
Cc1n[nH]c(=O)nc1NC1CCCCC1 | 4% | -2% | -9 | 99 | 108 | -1 | 183 | 1 | 183
Cc1ccc(C2Nc3ccccc3-c3nc4ccccc4n32)o1 (configuration not stated) | / | / | / | / | / | -17 | 137 | 17 | 137
CCOCCNC(=O)c1ccccc1C(=O)NCCOCC | -1% | -2% | -8 | 97 | 105 | -3 | 176 | 3 | 176
Brc1cccc(-c2nnc(-c3ccccc3)o2)c1 | 12% | -3% | 2 | 80 | 78 | ? | / | -34 | 125
Cc1cc(F)ccc1NCc1cc2c(cc1[N+](=O)[O-])OCO2 | 2% | 4% | / | / | / | -4 | 182 | 5 | 182
CCOc1ccc(NCC(=O)Nc2ccc(Cl)cc2C)cc1 | / | / | -9 | 92 | 101 | 1 | 152 | -1 | 152
NC(=O)c1ccsc1NC(=O)c1ccco1 | -3% | -40% | 1 | 83 | 81 | 1 | 69 | -1 | 69

Profiles from above:
Profile of c1ccc(C2CCC(N3CCC(N4CCCCC4)CC3)CC2)cc1 (configuration not stated) : PLAP inhibition: -26%; Bcl-B displacement: 2%; MRP resist rev: /; MRP resist rev cytotoxicity: /; MRP resist rev with doxorubicin: /; IL1B NFkB inh: 8; IL1B NFkB inh cell count 2 µM: 170; NFkB transloc pot: -8; NFkB transloc pot cell count 2 µM: 170
Profile of NC(=O)c1ccsc1NC(=O)c1ccco1 : PLAP inhibition: -3%; Bcl-B displacement: -40%; MRP resist rev: 1; MRP resist rev cytotoxicity: 83; MRP resist rev with doxorubicin: 81; IL1B NFkB inh: 1; IL1B NFkB inh cell count 2 µM: 69; NFkB transloc pot: -1; NFkB transloc pot cell count 2 µM: 69

Back to the main list; the two compounds before the break are reprinted first.
SMILES | PLAP inhibition | Bcl-B displacement | MRP resist rev | MRP resist rev cytotoxicity | MRP resist rev with doxorubicin | IL1B NFkB inh | IL1B NFkB inh cell count 2 µM | NFkB transloc pot | NFkB transloc pot cell count 2 µM
CCOc1ccc(NCC(=O)Nc2ccc(Cl)cc2C)cc1 | / | / | -9 | 92 | 101 | 1 | 152 | -1 | 152
NC(=O)c1ccsc1NC(=O)c1ccco1 | -3% | -40% | 1 | 83 | 81 | 1 | 69 | -1 | 69
O=C(/C=C/c1ccc(Cl)cc1)NCCSc1ccccc1 | 1% | 19% | / | / | / | 12 | 111 | -12 | 111
COCCCNC(=O)c1ccc(CS(=O)(=O)Cc2cccc(C)c2)o1 | -1% | -10% | -3 | 103 | 106 | -12 | 115 | 12 | 115
CC(=O)NC1CC2CCCC(C1)N2CC(=O)N1CCCc2ccccc21 (configuration not stated) | / | / | / | / | / | 3 | 153 | -3 | 153
CCN(CC)S(=O)(=O)c1cccc(C(=O)NCCCN2CCOCC2)c1 | -24% | 3% | 1 | 84 | 83 | -5 | 141 | 5 | 141
CCC(NC(=O)Nc1cc(OC)c(OC)c(OC)c1)(C(F)(F)F)C(F)(F)F | -27% | -4% | -18 | 89 | 107 | -16 | 93 | 16 | 93
Nc1ccc(-n2nnnc2-c2ccco2)cc1 | 14% | 2% | 16 | 112 | 96 | 0 | 102 | -1 | 102
C=CCNC(=O)c1ccccc1NS(=O)(=O)c1ccc(SC)cc1 | 1% | 2% | 13 | 106 | 93 | -2 | 174 | 2 | 174
Nc1c(-c2ccc(Cl)cc2)cnc2ncnn12 | -22% | 3% | / | / | / | -6 | 183 | 5 | 183
Cc1[nH]c2ccccc2c1CC(=O)O | 6% | -2% | 1 | 98 | 97 | / | / | / | /
COc1ccccc1N1CCN(CCCC(=O)c2ccc(F)cc2)CC1 | -38% | 12% | 13 | 95 | 83 | -42 | 134 | ? | /
O=S(=O)(NCCOc1cccc2cccnc12)c1ccc(F)cc1 | -2% | -6% | 5 | 94 | 89 | 1 | 110 | -1 | 110
Cc1ccc2[nH]c(=O)c(CN(CC3CCCO3)S(=O)(=O)c3c(C)ccc4nsnc34)cc2c1 (configuration not stated) | -62% | -13% | 9 | 72 | 63 | -24 | 147 | 24 | 147
COc1ccc(-c2cn3c(C)c(C(=O)Nc4ccncc4)sc3n2)cc1 | 3% | -32% | 2 | 75 | 73 | 18 | 151 | -18 | 151
Clc1ccc(-c2csc(N3CCN(c4ccccc4)CC3)n2)cc1 | 13% | -7% | -14 | 40 | 54 | 9 | 159 | -9 | 159
CN1CCN(c2nc(N3CCN(CCO)CC3)nc3ccccc23)CC1 | -54% | 1% | 14 | 82 | 68 | -22 | 138 | 22 | 138
CC1CCCN(c2nc3ccsc3c(=O)s2)C1 (configuration not stated) | -7% | -6% | -11 | 74 | 85 | -8 | 195 | 8 | 195
CC1CCCN(C(=O)COC(=O)c2n[nH]c3ccccc23)C1 (configuration not stated) | -101% | -3% | 12 | 106 | 94 | -7 | 122 | 7 | 122
Cc1csc(NC(=O)c2nc3nccc(C)n3n2)n1 | -9% | 14% | 3 | 102 | 99 | -7 | 172 | 7 | 172

In the list so far, 2 have a COOH group.
SMILES | PLAP inhibition | Bcl-B displacement | MRP resist rev | MRP resist rev cytotoxicity | MRP resist rev with doxorubicin | IL1B NFkB inh | IL1B NFkB inh cell count 2 µM | NFkB transloc pot | NFkB transloc pot cell count 2 µM
CC(=O)c1ccc(NC(=O)N[C@@H](CC(C)C)C(=O)O)cc1 | 1% | -1% | -17 | 99 | 116 | -13 | 106 | 13 | 106
Cc1[nH]c2ccccc2c1CC(=O)O | 6% | -2% | 1 | 98 | 97 | / | / | / | /

High-throughput results as filed in PubChem BioAssay.

The list is partial, so the mix of outcomes need not match the whole.
